MITF inh = MITF inhibitors, primary screen, biochemical, AlphaScreen, human. AlphaScreen MITF homodimerization, bead proximity signal. inhibition, % at 2.6 µM. actives 0.91% (n = 650,000). Microphthalmia-associated transcription factor (Homo sapiens), O75030; in the data active = inhibition above about 50%;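 note: 0% = vehicle wells with protein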
FBW7 act = FBW7 E3 ligase activators, primary screen, biochemical, AlphaScreen, human; AlphaScreen FBW7–phospho-cyclin E peptide binding, activator screen; F-box/WD repeat-containing protein 7 (Homo sapiens), Q969H0; actives 0.13% (n = 650,000); AID 1259310, 2017; normalized activity (activation), % at 26.1 µM; in the data active = normalized activity above about 1.9%;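 note: purified mutant Fbw7 with reduced substrate affinity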
Target sequence (Q969H0 whole entry, looked up): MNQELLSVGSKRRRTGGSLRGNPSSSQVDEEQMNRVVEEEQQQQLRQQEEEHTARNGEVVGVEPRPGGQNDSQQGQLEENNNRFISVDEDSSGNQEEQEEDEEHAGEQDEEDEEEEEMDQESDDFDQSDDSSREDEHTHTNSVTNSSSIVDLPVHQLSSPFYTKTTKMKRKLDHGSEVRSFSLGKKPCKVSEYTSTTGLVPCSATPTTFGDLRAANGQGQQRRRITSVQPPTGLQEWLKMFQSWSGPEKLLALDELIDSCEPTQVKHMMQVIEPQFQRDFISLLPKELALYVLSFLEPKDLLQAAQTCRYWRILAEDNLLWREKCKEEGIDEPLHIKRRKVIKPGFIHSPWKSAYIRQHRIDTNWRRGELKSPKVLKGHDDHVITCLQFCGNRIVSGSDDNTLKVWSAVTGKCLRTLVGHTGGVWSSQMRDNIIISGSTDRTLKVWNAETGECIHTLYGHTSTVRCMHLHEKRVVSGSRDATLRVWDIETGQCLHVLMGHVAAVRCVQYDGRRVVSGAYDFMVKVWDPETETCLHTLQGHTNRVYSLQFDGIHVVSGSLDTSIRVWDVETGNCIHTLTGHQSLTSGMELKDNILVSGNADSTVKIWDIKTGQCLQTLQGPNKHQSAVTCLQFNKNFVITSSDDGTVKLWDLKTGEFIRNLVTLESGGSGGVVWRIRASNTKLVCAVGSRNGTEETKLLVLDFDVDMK
GPR151 activ = activators of human GPR151, primary screen, cell-based, PathHunter beta-arrestin, luminescence | PathHunter beta-arrestin GPR151 cells | AID 1508602, 2020 | actives 1% (n = 650,000) | activation, % at 11.2 µM; in the data active = activation above about 4.9%;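 note: 0% = median of compound wells and 100% = cells with positive control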
TEAD-YAP inh = TEAD-YAP interaction inhibition, primary screen, TEAD-YAP interaction inhibitor project, luminescence, HEK-TIYL cells; inhibition, % at 9.12 µM; AID 1259422, 2018; TEAD-Gal4/YAP UAS-luciferase luminescence; actives 1.4% (n = 640,000); in the data active = inhibition above about 32%;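 note: 0% = median of test compound wells and 100% = reference inhibitor wells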
* marks the source's active call; other numbers are inactive results; & = joins results of further samples.

compound	MITF inh	FBW7 act	GPR151 activ	TEAD-YAP inh
Nc1cc2c(cc1[N+](=O)[O-])OCO2	-4	-0.2	-0.6	-10
C/C=C/c1ccc(OCCNC(C)CC)c(OC)c1 (centres undefined)	22	0.0	-0.8	-1
CC(C)(CO)NC(=O)c1ccc(F)cc1	-13	0.4	0.9	-3
c1ccc2c(c1)CCN(Cc1ccc3c(c1)CN(Cc1ccncc1)CCO3)C2	6	-0.1	-0.7	28
Cn1/c(=N/C(/N=c2\sc3ccccc3n2C)c2ccc([N+](=O)[O-])cc2)sc2ccccc21 (centres undefined)	20	0.7	-0.2	-45
O=C(CN1N=NC2C(=O)N(c3ccccc3)C(=O)C21)Nc1ccccc1[N+](=O)[O-] (centres undefined)	4	0.2	0.4	-3
Cc1cc(S(=O)(=O)Nc2ccc3c(c2)CCCN3C(=O)c2ccccc2)ccc1F	-2	0.0	-0.6	-12
Cc1cc2ccccc2n1CCNC(=O)c1ccc2c(c1)OCO2	-8	0.0	-0.5	-1
COC(=O)Cc1ccc(NC(=S)NCc2cccs2)cc1	-18	-0.3	1.1	10
COc1cccc(OC)c1C(=O)Nc1nc2c(s1)CCCC2	9	0.5	1.0	-33
COc1ccc(CC(=O)N2CCC(c3nc4ccccc4s3)CC2)cc1C	-11	0.0	1.2	11
O=C(CCCC(=O)N/N=C/c1ccc(Cl)cc1)N/N=C/c1ccc(Cl)cc1	-1	-0.2	2.5	7
Cc1cc(NC(=O)CSC2=NC(=O)C(c3ccccc3)C(=O)N2)no1 (centres undefined)	10	-0.1	-1.3	3
CC(=O)Cn1c(CN2CCN(c3ccc(F)cc3)CC2)nc2c1c(=O)[nH]c(=O)n2C	1	-0.1	1.0	-6
CC1=C(C(=O)Nc2ccccc2)C(c2ccc(O)cc2)n2ncnc2N1 (centres undefined)	3	0.7	-1.8	1
CN(C)c1ncc(CN2CCCC(C(=O)Nc3ccc(-c4ccco4)cc3)C2)s1 (centres undefined)	7	0.0	-0.1	6
Nc1nc(NCCN2CCOCC2)cc(N2CCN(c3ccccn3)CC2)n1	-1	-0.1	-1.4	-12
CCOC(=O)c1cnc2ccccc2c1Nc1cc(C)ccc1OC	14	0.8	-1.0	0
O=C1c2ccc(Oc3ccc([N+](=O)[O-])cc3[N+](=O)[O-])cc2C(=O)N1c1ccc(O)cc1	6	0.0	0.9	5
CC(=O)NN1C(=O)/C(=C2/Oc3ccc(-c4ccccc4)cc3N2C)SC1=S	8	0.1	0.0	4
CCOc1ccccc1NC(=O)CC1Sc2ccccc2NC1=O (centres undefined)	-9	-0.1	0.5	-1
COc1ccc(Br)cc1/C=C/C(=O)c1ccco1	-4	-0.2	-0.3	61*
O=C(CCN1CCC(O)(c2ccc(F)cc2)CC1)N1CCOCC1	10	0.3	0.9	7
O=C1CCCN1CCCNc1ncnc2c1cnn2-c1ccc(Cl)cc1	-4	-0.1	0.1	-30
O=C(Nc1ccc(N2CCOCC2)cc1N1CCOCC1)c1ccc([N+](=O)[O-])cc1	-29	0.7	-0.6	-4
COc1ccc(-n2nc(C(=O)NCC(=O)Nc3ccc(OC)c(OC)c3)c3ccccc3c2=O)cc1	3	0.0	-0.4	-6
CC(C)(C)OC(=O)c1ccc([N+](=O)[O-])cc1	8	0.0	-1.1	4
Cc1cccc(C(=O)Nc2sc3c(c2C(=O)N2CCOCC2)CCC(C)C3)c1 (centres undefined)	-3	-0.1	0.2	-6
COc1ccc(C2=N/C(=C\c3ccccc3Cl)C(=O)O2)cc1	5	0.0	0.0	-5
O=C(NCCN1CCOCC1)c1cnc2n(c1=O)CCS2	0	0.0	1.7	-1
O=C(CN1CCCC1)Nc1ccccc1Sc1ccccc1	4	0.0	-0.6	4
CCCOc1ccc(C2C(C(=O)OCCc3ccccc3)=C(C)NC3=C2C(=O)CCC3)cc1OC (centres undefined)	-10	0.0	-1.4	5
CC(=O)Nc1ccc(N=C2C(=O)Nc3cc(Br)c(C)cc32)cc1	13	0.0	0.0	8
COc1ccc(Cl)cc1NC(=O)CCn1c(=O)sc2ccccc21	0	-0.4	-0.3	5
COc1ccc(-c2nc3scc(CCNC(=O)c4c(F)cccc4F)n3n2)cc1OC	-5	-0.4	1.0	1
CCOC(=O)Cn1c(=N)n(Cc2ccccc2)c2ccccc21	-2	-0.2	0.0	-5
CCCOc1nc2ccccc2nc1NS(=O)(=O)c1ccccc1	8	0.2	0.7	-1
COC(=O)C1=C(C)NC(C)=C(C(=O)OC)C1c1cccc(Cl)c1	4&12	0.3&0.4	0.7&-1.0	11&-2
Cc1ccc(NS(=O)(=O)c2ccc([N+](=O)[O-])cc2)cc1	4	-0.1	-0.4	6
CC(O)CCC(=O)N/N=C/c1ccc(O)cc1O (centres undefined)	-25	0.0	1.8	5
O=C(CSc1c([N+](=O)[O-])c(=O)oc2ccccc12)Nc1cccc(Cl)c1	-7	0.0	1.5	6
CCCCNC(=O)CCCCCn1nnc2ccccc2c1=O	73*	-0.1	0.3	-5
CCc1nnc2n1N(C(C)=O)C(c1cccc(OC)c1)=C(C(C)=O)S2	6	-0.1	4.1	18
CC(C)(CO)Nc1cc(Cl)c2nonc2c1[N+](=O)[O-]	-25	-0.2	0.1	2
COC(=O)C(CCSC)NC(=O)c1cn(-c2ccc(OC)cc2)c(=O)c2ccccc12 (centres undefined)	-7	0.0	-2.5	-5
O=C(Nc1cc(C(F)(F)F)ccc1Oc1ccc(-c2ccccc2)cc1)c1cccnc1	-6	-0.1	0.3	-3
CC(C)(C)C(=O)Nc1ccccc1C(=O)NCCC(=O)O	-13	-0.1	0.2	-1
Cc1ccc([N+](=O)[O-])cc1NC(=O)C1C(c2ccccc2)C1(Cl)Cl (centres undefined)	18	0.1	-0.5	1
NCCCC[C@@H]1NC(=O)[C@H]2CN(C(=O)c3cc(F)ccc3F)CCN2C1=O	3	0.1	-0.8	-3
CCCOC(=O)C1=C(C)N(C)C(=O)NC1c1ccc([N+](=O)[O-])cc1 (centres undefined)	2	-0.1	-0.3	10
Cc1nc(NC2CC2)cc(-c2cncc(-c3ccccc3)c2)n1	3	0.0	-1.3	-6
N#Cc1ccc(OCc2ccccc2Cl)cc1	-17	0.1	0.0	-14
Cc1nnc(NC(=O)Cc2ccc(Br)cc2)s1	-5	0.0	0.1	14
O=C(CSc1nc2c(c(=O)n1-c1ccc(Br)cc1)SCC2)N1CCC(Cc2ccccc2)CC1	12	0.1	-0.1	6
O=C(O)/C=C/c1cc2c(cc1[N+](=O)[O-])OCO2	15	0.4	-0.4	1
CCCCn1c(N)c(NC)c(=O)[nH]c1=O	-4	-0.1	0.0	0
CS(=O)(=O)c1ccc2c(c1)NC(=O)[C@H](Cc1ccccc1)N2C(=O)C1CCCCC1	9	0.0	-0.2	-8
CC(CC(=O)N1CCc2ccccc21)S(=O)(=O)c1ccc2c(c1)OCC(=O)N2 (centres undefined)	4	0.1	0.8	-1
c1ccc(CN2CCC(Nc3ccnc(-c4ccc(N5CCOCC5)nc4)n3)CC2)cc1	-13	0.1	1.9	-4
CCCOc1ccc(C(CC(=O)O)NC(=O)c2cccc(C)c2)cc1 (centres undefined)	-9	0.1	-0.2	-7

Continuation.
compound	MITF inh	FBW7 act	GPR151 activ	TEAD-YAP inh
O=C(c1cncc(O)c1)N1CCCC(c2nc(N3CCOCC3)ncc2-c2ccncc2)C1 (centres undefined)	-20	0.0	-0.3	10
Fc1ccc(-c2nc3ccccc3[nH]2)cc1	-3	-0.2	-6.4	-40
COc1cccc(-c2cn3nc4c(nc3n2)CCCC4)c1	-1	0.2	-7.6	66*
NS(=O)(=O)c1ccc(N/N=C/c2c[nH]c3ccc(Br)cc23)c([N+](=O)[O-])c1	19	0.2	-0.6	4
O=C(O)COc1ccc(/C=C2/SC(=S)NC2=O)cc1Cl	17	0.8	-1.4	8
CN1C(=O)c2ccc(C(=O)O)cc2CC1c1ccccc1 (centres undefined)	2	0.1	-1.2	0
CC1(C)Cc2c(nn(-c3ccccc3)c(=O)c2C#N)CO1	20	0.1	-0.2	7
Oc1ccccc1-c1nc2cnccn2c1NCc1ccc(F)cc1	10	0.0	1.4	-7
CCN(CC(=O)NC)S(=O)(=O)c1ccc(Cl)cc1	6	0.6	7.6*	4
Cc1nc(NCCCN2CCOCC2)cc(-c2ccccn2)n1	12	-0.5	1.7	6
CC1CC(C)CN(Cc2nc3c(c(=O)n(C)c(=O)n3C)n2Cc2c(Cl)cccc2Cl)C1 (centres undefined)	1	0.2	-1.1	2
NCC(c1ccccc1Cl)c1c[nH]c2ccccc12 (centres undefined)	12	0.0	-1.8	-7
Cn1c(SCc2ccc(C#N)cc2)nnc1-c1cccs1	21	0.3	0.0	3
Cc1cccc(NC(=O)C(=O)NC(C)c2ccccc2)c1C (centres undefined)	12	0.2	0.0	-5
CCCCc1ccc(-c2nc(Nc3cc(Cl)cc(Cl)c3)c3ccccc3n2)cc1	-40	-0.2	0.0	24
N#Cc1cccc(NC(=O)c2ccccc2C(=O)O)c1	-6	0.0	-0.5	7
CC1(C)CC2CC(C)(CN2S(=O)(=O)c2ccc(C(=O)N/N=C/c3ccncc3)cc2)C1 (centres undefined)	-1	-0.1	-1.1	-9
Cc1c(Cl)cccc1NC(=O)c1csc(Nc2ccccn2)n1	4	-0.5	0.8	-43
O=C(CSc1nnc(-c2ccc3c(c2)OCO3)o1)Nc1ccc2c(c1)OCO2	6	0.6	0.2	-39
CN(C)c1ccc(/C=N/NC(=O)CSCc2ccc([N+](=O)[O-])cc2)cc1	1	0.1	0.1	5
O=C(CC1C(=O)NCCN1Cc1ccc(F)c(F)c1)NCCc1cccnc1 (centres undefined)	-6	0.2	1.7	-2
COC(=O)c1cc(C(=O)NC2CCCCCC2)cc([N+](=O)[O-])c1	2	-0.1	3.3	-5
Cc1ccsc1C1CC(c2ccc(Cl)cc2)Nc2ncnn21 (centres undefined)	15	0.5	-0.2	6
COc1ccc2c(c1)sc(=NC(=O)c1ccc3ncsc3c1)n2C	8	0.1	0.0	-11
O=C(c1cc([N+](=O)[O-])cc([N+](=O)[O-])c1)N1CCCC(C(F)(F)F)C1 (centres undefined)	12	0.1	-0.5	6
O=C(Oc1ccc2ccccc2c1Cl)N1CCCC1	7	0.1	-2.2	-28
COc1ccc(CCNc2nc(N3CCc4ccccc4C3)nc3c2ncn3C2CCCCC2)cc1	6	0.3	-1.1	-4
O=C(NNS(=O)(=O)c1cccc([N+](=O)[O-])c1)c1ccc(Br)cc1	-62	0.2	0.0	-1
CCOc1cccc2sc(=NC(=O)c3ccc(S(=O)(=O)N(CC)CC)cc3)n(C)c12	8	0.1	2.4	4
Cc1noc(C)c1CC1(C)C(=O)Nc2c(-c3ccco3)cccc21 (centres undefined)	2	0.0	3.1	-3
CN1CCN(c2cc(OCCNC(=O)NCc3ccccc3)ncn2)CC1	-7	-0.2	0.7	-6
Cc1cc(NC(=O)C(=O)Nc2ccc3c(c2)OCCO3)ccc1-n1cnnn1	3	-0.1	-0.8	-16
CCOc1ccc2nc(NC(=O)CN3CCC(NC(=O)C4CCCCC4)CC3)sc2c1	-7	-0.1	-0.6	22
CC1=C(C(=O)N2CCOCC2)C(c2cccc(C)c2)NC(=S)N1 (centres undefined)	-4	-0.2	0.3	1
Cc1nnc2c(Nc3ccc(CC(=O)O)cc3)nc3ccccc3n12	4	0.1	0.0	4
COc1ccc(-c2cn3ccccc3n2)cc1Br	-3	-0.1	-6.6	-28
COCCn1c(NCCO)nc2c1c(=O)[nH]c(=O)n2C	-2	-0.3	-0.3	0
COc1ccc(-c2nn(-c3ccccc3)cc2C(=O)N2CCCCC2)cc1OC	-4	0.1	1.6	-4
